Screening data deposited in PubChem BioAssay by The Scripps Research Institute Molecular Screening Center.
OX1R antag-1: OX1R (human) antagonism; inhibition, % at 6.6 µM; AID 485270; OX1R-expressing cells, FRET antagonist read-out; O43613; 330,000 tested, 1.8% active; in the data active means inhibition mostly above about 38%, no sharp cut-off; inactive means mostly below about 40%;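 further: 0% = agonist challenge alone and 100% = reference antagonist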
Target sequence (O43613 whole entry, looked up): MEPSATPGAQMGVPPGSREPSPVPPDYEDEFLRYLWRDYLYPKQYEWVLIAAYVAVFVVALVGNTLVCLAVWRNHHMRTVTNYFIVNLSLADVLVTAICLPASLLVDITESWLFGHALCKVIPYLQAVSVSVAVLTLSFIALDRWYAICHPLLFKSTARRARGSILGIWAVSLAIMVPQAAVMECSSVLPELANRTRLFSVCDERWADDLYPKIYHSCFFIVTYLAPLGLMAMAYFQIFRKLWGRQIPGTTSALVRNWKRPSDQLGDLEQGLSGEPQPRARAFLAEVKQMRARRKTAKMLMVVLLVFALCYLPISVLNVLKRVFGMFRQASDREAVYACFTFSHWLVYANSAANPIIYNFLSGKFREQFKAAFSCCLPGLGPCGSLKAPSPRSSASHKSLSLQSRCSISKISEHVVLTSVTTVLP
OX1R antag-2: blocks the human orexin 1 receptor | CHO/OX1R cells, Fluo-8 calcium fluorescence, orexin A | inhibition, % at 5 µM | 330,000 tested, 0.43% active | AID 434989;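 active means inhibition above its plate's threshold, mean inhibition of all tested compounds on the plate plus 3 SD, cut at about 37% in these data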;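 further: 0% = orexin A challenge wells and 100% = SB-334867-A antagonist wells; not every result past the cut was called active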
The depositor's hits bear a star. The order is random (roughly 2% active in at least one column).

cpd	SMILES	OX1R antag-1	OX1R antag-2
1	O=C(Nc1nnc(SCc2cccnc2)s1)C1CC(=O)N(c2ccc(F)cc2)C1 (stereo unspecified)	32	-25
2	Cc1c(Cl)ccc2sc(NC(=O)C3CC3)nc12	44*	-20
3	C/C(=N\NC(=O)CN1CCN(Cc2ccccc2)CC1)c1ccncc1	5	-12
4	Cc1cc(C)c(N=C2CCCN2Cc2ccccc2)c(C#N)c1	29	8
5	O=C(NCCc1ccc(Cl)cc1)C1CCN(S(=O)(=O)c2ccc(-n3cnnn3)cc2)CC1	16	8
6	CCN(CC(=O)N1CCOCC1)S(=O)(=O)c1ccccc1	8	-10
7	CC1CCCC(NC(=O)COC(=O)c2cccc(NS(=O)(=O)/C=C/c3ccccc3)c2)C1C (stereo unspecified)	4	-29
8	COCCCNC(=O)c1ccc2c(c1)nc(C)n2-c1cccc(C)c1	5	-3
9	Cc1sc2nc(CSCC(=O)Nc3ccc(OC(F)F)cc3)[nH]c(=O)c2c1C	26	-21
10	O=C(Nc1cccc(S(=O)(=O)C(F)F)c1)c1ccc(S(=O)(=O)N2CCOCC2)cc1	7	-1
11	C[C@@H]1C[C@H]2[C@@H]3CCC4=CC(=O)C=C[C@]4(C)[C@@]3(F)[C@@H](O)C[C@]2(C)[C@@]1(O)C(=O)COP(=O)(O)O	15	-5
12	Cc1ccc2oc(=O)c3cc(C(=O)Nc4cc(-c5cccc(F)c5)no4)sc3c2c1	3	5

cpd	SMILES	OX1R antag-1	OX1R antag-2
13	Cc1cc(=O)[nH]c(SCC(=O)Nc2nc3ccccc3s2)n1	6	-28
14	COc1cc2c(cc1NC(=O)CN1CCN(S(=O)(=O)c3ccccc3F)CC1)oc1ccccc12	2	-9
15	COc1ccc(C(=O)C2CCCN(C(=O)Cn3ccc(C)n3)C2)cc1OC (stereo unspecified)	5	-6
16	O=C(Nc1ccc2c(c1)OCO2)O[C@@H]1C[C@H]2CCC(=O)N3CC[C@@H](C1)[C@@H]23	17	-9
17	CN(C)c1ccc(CC(=O)c2nc3ccccc3s2)cc1	4	-20
18	CCC1CCC(N2CCN(c3ccccc3F)CC2)CC1 (stereo unspecified)	4	-30
19	O=C(N/N=C/c1cccnc1)c1ccccc1[N+](=O)[O-]	22	-7
20	Oc1c(Cl)cc(Cl)cc1/C=N/c1nc(-c2ccc(Cl)cc2)cs1	2	-24
21	O=C(Nc1nnc(CCN2CCCCC2)s1)c1ccccc1Cl	25	-5
22	COc1ccc(N(CC(=O)Nc2cc(C)ccc2C)S(=O)(=O)c2c(C)[nH]c(=O)[nH]c2=O)cc1	8	-16
23	COc1cccc(C2SCC(=O)N2c2ccc(Br)cc2)c1OC (stereo unspecified)	16	-22
24	C[C@H](NC(=O)c1nc[nH]c1C(=O)NC1CCN(C(=O)OC(C)(C)C)CC1)C(=O)OC(C)(C)C	25	-3

cpd	SMILES	OX1R antag-1	OX1R antag-2
25	CCOC(=O)COc1c(/C=N\O)cc(Cl)cc1OC	13	4
26	O=C(NCCCN1CCOCC1)C(Sc1ccccc1)c1ccccc1 (stereo unspecified)	21	-14
27	Cc1ccc(N(CC(=O)N/N=C/c2ccc(OC3CSC3)cc2)S(=O)(=O)c2ccccc2)cc1	15	-15
28	COc1ccccc1N1CCN(C(=O)c2cccc(C(=O)N3CCN(c4ccccc4OC)CC3)c2)CC1	44	-15
29	CC1CN(C(=O)COC(=O)c2c(Cl)cccc2Cl)CC(C)O1 (stereo unspecified)	-4	-19
30	COCCN(C(=O)Nc1ccc(OC)cc1)c1nc2ccccc2s1	7	-5
31	COc1ccc(C(=O)/C=C/c2cc(OC)c(O)c(OC)c2)c(F)c1	35	6
32	CC(=O)N1CCN(CC(=O)Nc2cccc(S(=O)(=O)N3CCCCC3)c2)CC1	4	-47
33	O=c1c(/C=N/O)coc2ccc(Cl)cc12	4	3
34	CCN(CCO)C1CC(=O)N(c2ccccc2C)C1=O (stereo unspecified)	6	-15
35	Cc1cc(C)c(NC(=O)CC(C)(C)C)c(Cl)c1	-3	4
36	O=C(CP(=O)(c1ccccc1)c1ccccc1)Nc1nc2ccc(Cl)cc2s1	-3	-41

cpd	SMILES	OX1R antag-1	OX1R antag-2
37	CNC(=O)/C(C#N)=C/c1c(N2CCCCCC2)nc2c(C)cccn2c1=O	15	-53
38	COc1ccc(OC)c(Cc2nnc(CCC(=O)N3CCCCCC3)o2)c1	12	-17
39	CCCn1c(CCc2ccccc2)nnc1SCC(=O)N1CCCC1	-3	-9
40	COCc1cc(CN2CCCC2)c(O)c2ncccc12	1	-18
41	Nc1ccc(C(=O)OCC(=O)N2c3ccccc3Sc3ccccc32)cc1[N+](=O)[O-]	21	7
42	Cc1cc(Oc2ccccc2)nc(NCc2ccccc2)n1	22	-18
43	CCOC(=O)c1ccc(NC(=O)CN(c2ccc(C)cc2)S(=O)(=O)c2c(C)n[nH]c2C)cc1	1	19
44	O=C(Nc1nc(-c2ccc(S(=O)(=O)N3CCCCCC3)cc2)cs1)c1cccs1	12	-29
45	CCS(=O)(=O)N1CCN(c2ccc(C(=O)NC34CC5CC(CC(C5)C3)C4)cc2[N+](=O)[O-])CC1	19	0
46	COc1ccccc1C1(CC(=O)N2CCCCC2)CCOC(C(C)C)C1 (stereo unspecified)	6	-41
47	CSc1ccccc1NC(=O)C1=CC(c2cccs2)=NS(=O)(=O)N1C	27	-18
48	CCOC(=O)C1CCN(C(=O)Nc2cccc(Cl)c2)CC1	11	3

A different layout for some results above:
45) CCS(=O)(=O)N1CCN(c2ccc(C(=O)NC34CC5CC(CC(C5)C3)C4)cc2[N+](=O)[O-])CC1
- OX1R antag-1: 19
- OX1R antag-2: 0

46) COc1ccccc1C1(CC(=O)N2CCCCC2)CCOC(C(C)C)C1 (stereo unspecified)
- OX1R antag-1: 6
- OX1R antag-2: -41

Records listed so far that bear a hit mark in OX1R antag-1:
cpd	SMILES	OX1R antag-1	OX1R antag-2
2	Cc1c(Cl)ccc2sc(NC(=O)C3CC3)nc12	44*	-20

Later entries.
cpd	SMILES	OX1R antag-1	OX1R antag-2
49	Cc1cc(C)c2nc(SCC(=O)N(C)C3CCS(=O)(=O)C3)cc(C)c2c1 (stereo unspecified)	20	-17
50	O=C1C2CCCCC2C(=O)N1c1ccc(NC2CCN(Cc3ccccc3)CC2)c([N+](=O)[O-])c1 (stereo unspecified)	38	-24
51	CCCN1CCN(C2CCCCC2NS(=O)(=O)c2ccc(Cl)cc2)CC1 (stereo unspecified)	17	-25
52	O=c1oc2ccccc2c(N2CCCCC2)c1[N+](=O)[O-]	16	-2
53	O=C(NCCCn1ccnc1)C1CCN(S(=O)(=O)c2cc([N+](=O)[O-])ccc2Cl)CC1	32	5
54	O=[N+]([O-])c1ccc(N2CCN(c3cccc(Cl)c3)CC2)nc1	16	-9
55	COCc1ccc(C(=O)N(C)C2CCCN(Cc3ccccc3F)C2)o1 (stereo unspecified)	3	-10
56	CS(=O)(=O)N1CCN(c2ccc(C(=O)NC34CC5CC(CC(C5)C3)C4)cc2[N+](=O)[O-])CC1	4	-24
57	O=C(C(=O)N1CCN(c2cccc(Cl)c2)CC1)N1CCCCC1	2	-6
58	CCN(CC)S(=O)(=O)c1cccc(C(=O)OCC(=O)N2CC(=O)Nc3ccccc32)c1	23	-33
59	CCc1c(C(C)S(=O)(=O)c2ccc(C)cc2)[nH]c(=O)n1-c1ccc(OC(F)(F)F)cc1 (stereo unspecified)	26	-18
60	N/C(=N\OC(=O)c1cccc([N+](=O)[O-])c1)c1cccnc1	58	-11

Copied from above (2 entries):
cpd	SMILES	OX1R antag-1	OX1R antag-2
51	CCCN1CCN(C2CCCCC2NS(=O)(=O)c2ccc(Cl)cc2)CC1 (stereo unspecified)	17	-25
52	O=c1oc2ccccc2c(N2CCCCC2)c1[N+](=O)[O-]	16	-2

Following part:
cpd	SMILES	OX1R antag-1	OX1R antag-2
61	O=C(CSc1ccc2nnc(-c3ccc(F)cc3)n2n1)N1CCCc2ccccc21	7	-23
62	CCOc1cc(/C=N/NC(=O)NN(C)c2ncc(C(F)(F)F)cc2Cl)ccc1O	15	-13
63	O=C(/C=C/c1ccco1)NC(=S)NNC(=O)c1ccco1	-3	-2
64	O=C(COC(=O)CNC(=O)c1ccccc1Cl)Nc1ccccc1Cl	-5	1
65	CC(/C=N/NC(=O)c1c(Br)cnn1C)=C\c1ccccc1	31	-1
66	Cc1cc(-c2nnc(-c3ccccc3)c(-c3ccccc3)n2)c(C)o1	19	-38
67	Cc1cc2c([nH]c3ccccc32)c2c1OC(C)(C)C=C2	24	-6
68	Cc1nc(N2CCN(Cc3ccccc3)CC2)nc2c1C(=O)CC(C)C2 (stereo unspecified)	4	-37
69	CN(C)C(CNC(=O)C1CCN(C(=O)/C=C/c2ccccc2)CC1)c1ccccc1 (stereo unspecified)	-1	-22
70	COc1cccc(N=Nc2c(N)[nH]n3c(=O)c4c(nc23)CCCC4)c1	37	-29
71	O=C(CCC(=O)Nc1ccc(Br)cc1)N/N=C/c1cc([N+](=O)[O-])ccc1O	9	-9
72	O=C(Cn1nc(C(=O)O)c2ccccc2c1=O)Nc1ccc(F)cc1	34	-18

cpd	SMILES	OX1R antag-1	OX1R antag-2
73	O=C(c1ccco1)N1CCN(C(=O)C2c3ccccc3Oc3ccccc32)CC1	-1	8
74	Cc1cc(C(=O)N2CCC(Cc3ccccc3)CC2)ccc1[N+](=O)[O-]	40	-21
75	COCC(C)n1c(SCC(=O)NC2CCCCC2C)nc2ccccc2c1=O (stereo unspecified)	40*	-1
76	Cc1ccc(CNC(=O)/C=C/c2c(Cl)cccc2Cl)cc1	14	-14
77	CC(=O)NC1(C(Cl)(Cl)Cl)Oc2ccccc2O1	4	-2
78	O=C(O)CCCC(=O)N1CCN(c2cccc(Cl)c2)CC1	-2	-5
79	CCN(C(=O)CSc1nnnn1-c1ccccc1)c1c(N)n(Cc2ccccc2)c(=O)[nH]c1=O	10	1
80	NS(=O)(=O)c1ccc(CCNC(=O)CSc2ccccc2)cc1	16	6
81	C/C(=N\NC(=O)C(C)Sc1ccccc1)c1ccc([N+](=O)[O-])cc1 (stereo unspecified)	50	-20
82	CCOC(=O)c1cc2[nH]c3ccccc3c2[n+](-c2ccc([N+](=O)[O-])cc2)c1N	138*	-1
83	CCN1CC(CNC(=O)c2ccc3nc(Cc4cccc(Cl)c4)oc3c2)CC1=O (stereo unspecified)	11	-29
84	O=C(Nc1cccnc1)c1ccc(Cl)c(S(=O)(=O)N2CCCCCC2)c1	7	-24

cpd	SMILES	OX1R antag-1	OX1R antag-2
85	CCC(=O)N1c2ccc(S(=O)(=O)CCC(=O)NC3CCCC3)cc2CC1C (stereo unspecified)	18	-42
86	Cc1cc(NC2CCCC2)n2ncc(-c3ccccc3)c2n1	-3	-35
87	Cc1ccccc1NC(=O)C(=O)NCc1ccccn1	5	2
88	COc1ccc(NC(=O)CSc2nc3[nH]ncc3c(=O)[nH]2)cc1OC	22	-14
89	CC(C)OCCCNC(=O)C1CCN(S(=O)(=O)c2ccc3nc4c(c(C(=O)O)c3c2)CCCCC4)CC1	3	-3
90	CCOC(=O)C1=C(C)N(C[C@@H]2CC[C@@H](Cc3ccc(-c4ccccc4)cc3)O2)C(=O)NC1C1CC1 (stereo partly specified)	34*	51*
91	CCOCCCNS(=O)(=O)c1ccc(NC(=O)Cc2c(F)cccc2Cl)cc1	19	-13
92	Cc1ccc(NC(=O)c2sc(C)nc2C)c(C)c1	15	-6
93	Cc1ccc(S(=O)(=O)NCC(=O)NCC2COc3ccccc3O2)cc1C (stereo unspecified)	15	-11
94	Cc1ccc(C(=O)NC2CCCCCC2)cc1S(=O)(=O)N1CCOCC1	24	-27
95	O=[N+]([O-])c1c(Nc2ccccn2)cc(Cl)c2nonc12	45*	3
96	CCN(Cc1ccc(OC)c(F)c1)C(=O)CCl	9	1

cpd	SMILES	OX1R antag-1	OX1R antag-2
97	CC(C)c1nc2ccccc2n1CC(O)COC1CCCCC1 (stereo unspecified)	4	-23
98	Cc1ccc(NC(=O)C(C)OC(=O)Cc2c[nH]c3ccccc23)cc1 (stereo unspecified)	13	-10
99	CC(c1ccccc1)N1C(=O)c2ccccc2C1(O)Cc1ccccc1 (stereo unspecified)	15	-7
100	O=C(O)CCn1cc(/C=C2\NC(=S)N(c3ccccc3)C2=O)c(-c2ccc(Br)cc2)n1	15	-10
101	O=C(CC(C(=O)O)c1ccc(F)cc1)c1ccc(Cl)cc1 (stereo unspecified)	-4	-5
102	CC[C@@H]1C(c2cccc(C)c2)=NN(c2ccccc2)[C@H]1C(=O)N1CCOC1=O	5	-6
103	COC(=O)[C@@H](NC(=O)c1ccccc1)[C@@H](C)O	25	-2
104	O=C(CN1CCN(Cc2ccc(Cl)cc2)CC1)N/N=C/c1cccc(F)c1	-1	-11
105	Cc1cccc(C(=O)N2CCCC(N3CCN(c4cccc(Cl)c4)CC3)C2)n1 (stereo unspecified)	13	-13
106	CC(O)CN(C)CC/C=C1/c2ccccc2CSc2ccccc21 (stereo unspecified)	22	-15
107	COC(=O)c1cc(=O)n(Cc2ccc3c(c2)OCO3)c(=Nc2ccc(F)c(Cl)c2)s1	4	7
108	COc1cccc(CNC(=O)c2nnn(CC(=O)Nc3ccc(Br)cc3)c2N)c1	-2	1

cpd	SMILES	OX1R antag-1	OX1R antag-2
109	CC(C)CN(CC(C)C)S(=O)(=O)N1CCC(C(=O)NCc2ccccn2)CC1	6	-5
110	CCC(C)Nc1nc(-c2cccc(OC)c2O)nc2ccccc12 (stereo unspecified)	13	-14
111	COCCN(C(=O)c1ccccc1)c1nnc(-c2cccnc2)s1	12	-19
112	Cc1ccc(C)c(CSC2=NCCN2C(=O)c2cccs2)c1	21	-28
113	Cc1ccc(C)n1-c1ccncc1	15	-6
